HIF act: HIF pathway transcriptional activation. U2OS HRE-luciferase reporter, luminescence; normalized: DMSO 0%, desferrioxamine 100%. activation, % at 7.5 µM (by protocol). hit rate 0.32% among 300,000. AID 1910;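 active = mean activation of at least 10% of the iron chelator positive control signal, with at least half of replicates also reaching 10%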
RGS4 act: RGS4 potentiation or activation; HEK293 M3R/inducible RGS4, carbachol calcium flux Fluo4; stronger effect = lower value; hit rate 0.92% among 310,000; B-score at 10 µM; AID 463111;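 active = B-score of the integrated calcium signal more than 4 SD below the library mean, with starting fluorescence not abnormally high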;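 also: negative B-score means reduced calcium response which marks RGS4 activation or potentiation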
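Material: Inducible-RGS4 HEK293 cells carrying M3 receptor; also added: carbachol at ECmax as muscarinic agonist stimulus; incubation: compound preincubation 20 min at room temperature before agonist; signal: Fluo4-AM (2 µM) calcium-flux fluorescence, kinetic read; measure: integrated calcium ratio converted to B score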
TRPC6 inhibitor: inhibitors of mouse TRPC6 channel; Q61143; HEK293-TRPC6, membrane potential dye, ACh-evoked depolarization; stronger effect = lower value; B-score at 10 µM; hit rate 1.1% among 310,000;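 active = B-score under library mean minus 3 SD, initial fluorescence not abnormally high, positive integrated signal ratio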;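 also: B-score derived from integrated fluorescence ratio over the kinetic read; more negative B-score means stronger inhibition of depolarization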
Target sequence (Q61143 whole entry, looked up): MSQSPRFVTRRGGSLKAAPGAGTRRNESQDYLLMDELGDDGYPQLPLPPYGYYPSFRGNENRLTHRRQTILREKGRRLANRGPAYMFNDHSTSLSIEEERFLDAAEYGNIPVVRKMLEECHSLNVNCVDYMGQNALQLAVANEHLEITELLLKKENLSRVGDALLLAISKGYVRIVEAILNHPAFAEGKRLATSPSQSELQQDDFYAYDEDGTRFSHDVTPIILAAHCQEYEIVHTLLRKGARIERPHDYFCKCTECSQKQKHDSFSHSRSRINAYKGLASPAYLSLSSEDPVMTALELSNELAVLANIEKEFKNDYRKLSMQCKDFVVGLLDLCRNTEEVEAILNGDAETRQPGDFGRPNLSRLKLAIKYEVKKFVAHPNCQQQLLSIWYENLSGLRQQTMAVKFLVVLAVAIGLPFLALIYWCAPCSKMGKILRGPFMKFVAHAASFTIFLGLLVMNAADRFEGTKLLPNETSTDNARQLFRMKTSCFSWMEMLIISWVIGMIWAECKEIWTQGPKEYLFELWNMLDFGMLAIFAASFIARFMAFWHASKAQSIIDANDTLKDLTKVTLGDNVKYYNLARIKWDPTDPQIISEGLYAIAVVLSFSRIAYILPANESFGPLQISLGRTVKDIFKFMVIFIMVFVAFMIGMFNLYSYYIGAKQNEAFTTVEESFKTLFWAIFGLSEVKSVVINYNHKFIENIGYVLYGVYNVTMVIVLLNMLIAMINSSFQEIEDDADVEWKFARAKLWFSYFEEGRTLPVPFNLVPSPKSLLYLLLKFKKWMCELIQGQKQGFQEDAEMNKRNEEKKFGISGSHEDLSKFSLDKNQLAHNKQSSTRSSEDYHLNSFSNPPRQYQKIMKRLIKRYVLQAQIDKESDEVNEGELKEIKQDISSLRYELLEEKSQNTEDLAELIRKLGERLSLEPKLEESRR
Platelet DG rel: modulates dense granule release in human platelets. hit rate 0.22% among 300,000. inhibition, %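 (compounds screened at 7.5 µM in platelet-rich plasma)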. human platelet-rich plasma, SFLLRN dense granule ATP release, luminescence;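 active = mean replicate score, as percent of positive control, at or above 50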
MrgX1 antagonist: antagonists of human MrgX1 receptor | AID 588676 | MRGX1-HEK293 calcium flux, Fluo-4, BAM8-22 antagonism; stronger effect = lower value | hit rate 1.3% among 310,000 | Q96LB2 | B-score at 10 µM;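 active = calcium-response B-score plate-corrected more than 3 library SD below zero, starting fluorescence within 5 deviations, no agonist response on first addition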;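 also: peak minus trough fluorescence over baseline after final BAM8-22 challenge near maximal dose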
TRPC6 activator: activates the mouse TRPC6 cation channel; HEK293-TRPC6 membrane potential dye fluorescence; stronger effect = higher value; Q61143; B-score at 10 µM; hit rate 0.13% among 310,000;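 active = B-score of the integrated fluorescence ratio above library mean plus 3 SD, and starting fluorescence ratio within library mean plus 5 SD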;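 also: higher score means more depolarization so channel activation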
MrgX1 allo act: allosterically activates human MrgX1 receptor signaling; B-score at 10 µM; hit rate 0.63% among 310,000; MrgX1-HEK293, Fluo-4 calcium flux, FDSS; stronger effect = higher value; Q96LB2; AID 588675;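 active = plate-corrected calcium response at least 3 library SD above typical, normal starting fluorescence, not activating the receptor alone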;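 also: compound read alongside a low EC10 to EC30 dose of BAM8-22 agonist; peak minus trough fluorescence over baseline measured at the second addition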
MrgX1 ag: agonists of human MrgX1 receptor | MrgX1-HEK293 cells, Fluo-4 calcium fluorescence, agonist mode; stronger effect = higher value | hit rate 0.44% among 310,000 | AID 588627 | Q96LB2 | B-score at 10 µM;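 active = calcium response B-score plate-corrected fluorescence ratio at least 3 library SD, with starting fluorescence B-score inside 5 SD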
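Material: MrgX1-expressing HEK293 cells; input: 15,000 cells per well; doses: test compound given as first of three sequential additions; schedule: overnight plating before 1 h dye loading; technique: Fluo-4 NW calcium-flux fluorescence, kinetic read; evaluation: baseline-normalised fluorescence change ratio, B-scored; control set: plate-wise positive and negative controls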
TRPC4 block: TRPC4 (mouse) channel inhibition; Q9QUQ5; HEK293 TRPC4beta/mu-opioid, DAMGO-evoked Fluo4 calcium flux; stronger effect = lower value; B-score at 10 µM; hit rate 0.39% among 300,000; AID 2247;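 active = B-score over 3 SD under the library average, no early fluorescence shift, positive overall ratio signal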
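Test system – stable TRPC4beta/mu-opioid receptor HEK293 cells · Probe or stimulus – DAMGO, a submaximal dose followed by a maximal one · Dosing – one concentration per compound · Signal – Fluo4 calcium fluorescence by kinetic imaging, 5 s 1 Hz baseline · Evaluation – per-well B score of integrated baseline-normalized Fluo4 ratio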
RGS4 inh: human RGS4 inhibition. P49798. HEK293 M3R/RGS4 inducible, Fluo-4 calcium flux; stronger effect = higher value; triggered by carbachol at its EC20. B-score at 10 µM. hit rate 0.45% among 310,000;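 active = B-score, a plate-corrected calcium signal, over three deviations above library mean, with baseline fluorescence within five deviations of library mean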;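 also: RGS4 expression induced by doxycycline in cells with stable M3 receptor; B-score is computed from the integrated fluorescence ratio over baseline after carbachol; higher B-score means a larger calcium signal and so more RGS4 inhibition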
Target sequence (P49798 whole entry, looked up): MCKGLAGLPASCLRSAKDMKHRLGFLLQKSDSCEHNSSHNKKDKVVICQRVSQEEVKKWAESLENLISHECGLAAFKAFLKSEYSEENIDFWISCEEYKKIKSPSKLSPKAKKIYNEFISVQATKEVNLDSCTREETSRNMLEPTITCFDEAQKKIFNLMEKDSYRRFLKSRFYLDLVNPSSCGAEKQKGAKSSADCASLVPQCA
SKKanGAS inh: blocks kanamycin growth of S. pyogenes SKKanGAS strain; hit rate 1.3% among 300,000; BacTiter-Glo, 6 h; inhibition, % at 7.5 µM;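 active = mean replicate score, as percent of positive control median, at least 50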;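 also: strain carries kanamycin resistance gene driven by streptokinase promoter and grows in 40 µg/ml kanamycin; loss of luminescence reflects streptokinase promoter inhibition or plain growth inhibition; 0% = median of DMSO wells and 100% = positive control at its reference dose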
* hit, by the source's call; & = joins results of further samples. Compounds as they come. About 6.1% of those tested had a hit in this group.

Results for Cc1cccc(N(C(=O)c2snc(C(N)=O)c2N)C(C(=O)NCC2CCCO2)c2c[nH]c3ccccc23)c1 (centres undefined) ?
HIF act: 0.0; RGS4 act: inactive; TRPC6 inhibitor: inactive; Platelet DG rel: 0; MrgX1 antagonist: inactive; TRPC6 activator: inactive; MrgX1 allo act: inactive; MrgX1 ag: inactive; TRPC4 block: inactive; RGS4 inh: inactive; SKKanGAS inh: 13

What do the screens show for `CCn1ccnc1CN(C)Cc1cn(-c2ccc(C)cc2)nc1-c1ccc(F)cc1`?
HIF act: 0.2; RGS4 act: inactive; TRPC6 inhibitor: inactive; Platelet DG rel: 0; MrgX1 antagonist: inactive; TRPC6 activator: inactive; MrgX1 allo act: inactive; MrgX1 ag: inactive; TRPC4 block: inactive; RGS4 inh: inactive; SKKanGAS inh: 21

Results for Cc1cc(=O)n2nc(N3CCCC3C(=O)NCCCN3CCCCC3)sc2n1 (centres undefined) ?
HIF act: -0.6; RGS4 act: inactive; TRPC6 inhibitor: inactive; Platelet DG rel: 0; MrgX1 antagonist: inactive; TRPC6 activator: inactive; MrgX1 allo act: inactive; MrgX1 ag: inactive; TRPC4 block: inactive; RGS4 inh: inactive; SKKanGAS inh: -2

How did CCN(CC)C(=O)Oc1ccc2c(=O)c(-c3ccccc3)coc2c1 do in these assays?
HIF act: 2.2; RGS4 act: inactive; TRPC6 inhibitor: inactive; Platelet DG rel: 23; MrgX1 antagonist: inactive; TRPC6 activator: inactive; MrgX1 allo act: inactive; MrgX1 ag: inactive; TRPC4 block: inactive; RGS4 inh: inactive; SKKanGAS inh: -4

What do the screens show for `CC(C)c1ccc(NC(=O)c2ccc(Br)o2)cc1`?
HIF act: 1.1; RGS4 act: inactive; TRPC6 inhibitor: inactive; Platelet DG rel: 14; MrgX1 antagonist: inactive; TRPC6 activator: inactive; MrgX1 allo act: inactive; MrgX1 ag: inactive; TRPC4 block: inactive; RGS4 inh: inactive; SKKanGAS inh: 0

Results for COc1cc(C(=O)ONC(=O)c2ccc(OC(F)F)cc2)cc(OC)c1OC ?
HIF act: 1.4; RGS4 act: inactive; TRPC6 inhibitor: inactive; Platelet DG rel: 10; MrgX1 antagonist: inactive; TRPC6 activator: inactive; MrgX1 allo act: inactive; MrgX1 ag: inactive; TRPC4 block: inactive; RGS4 inh: inactive; SKKanGAS inh: 0

How did COC(=O)c1ccc(CN2C(=O)C(C)N(C(=O)c3c(F)cccc3F)c3ccccc32)cc1 (centres undefined) do in these assays?
HIF act: 0.4; RGS4 act: inactive; TRPC6 inhibitor: inactive; Platelet DG rel: 0; MrgX1 antagonist: inactive; TRPC6 activator: inactive; MrgX1 allo act: inactive; MrgX1 ag: inactive; TRPC4 block: inactive; RGS4 inh: inactive; SKKanGAS inh: -4

How did O=C1CN(C(=O)COC(=O)c2cccc(S(=O)(=O)NCc3ccccc3)c2)c2ccccc2N1 do in these assays?
HIF act: -2.0; RGS4 act: inactive; TRPC6 inhibitor: inactive; Platelet DG rel: -2; MrgX1 antagonist: inactive; TRPC6 activator: inactive; MrgX1 allo act: inactive; MrgX1 ag: inactive; TRPC4 block: inactive; RGS4 inh: inactive; SKKanGAS inh: -2

How did COc1cccc(C(c2nnnn2Cc2ccccc2)N2CCN(C(=O)c3ccco3)CC2)c1OC (centres undefined) do in these assays?
HIF act: -1.3; RGS4 act: inactive; TRPC6 inhibitor: inactive; Platelet DG rel: 2; MrgX1 antagonist: inactive; TRPC6 activator: inactive; MrgX1 allo act: inactive; MrgX1 ag: inactive; TRPC4 block: inactive; RGS4 inh: inactive; SKKanGAS inh: -2

Results for COc1ccc(C2CC(c3ccccc3)Nc3ncnn32)cc1 (centres undefined) ?
HIF act: -0.5; RGS4 act: inactive; TRPC6 inhibitor: inactive; Platelet DG rel: 2; MrgX1 antagonist: inactive; TRPC6 activator: inactive; MrgX1 allo act: inactive; MrgX1 ag: inactive; TRPC4 block: inactive; RGS4 inh: inactive; SKKanGAS inh: -1

What do the screens show for `O=C(NC(=S)N1CCCc2ccccc21)c1ccco1`?
HIF act: 1.0; RGS4 act: inactive; TRPC6 inhibitor: inactive; Platelet DG rel: 1; MrgX1 antagonist: inactive; TRPC6 activator: inactive; MrgX1 allo act: inactive; MrgX1 ag: inactive; TRPC4 block: inactive; RGS4 inh: inactive; SKKanGAS inh: -3

Results for CCc1ccccc1NC(=O)Cn1c(=O)n(-c2ccc(CC(=O)NCC3CCCO3)cc2)c(=O)c2ccccc21 (centres undefined) ?
HIF act: -0.2; RGS4 act: inactive; TRPC6 inhibitor: inactive; Platelet DG rel: -8; MrgX1 antagonist: inactive; TRPC6 activator: inactive; MrgX1 allo act: inactive; MrgX1 ag: inactive; TRPC4 block: inactive; RGS4 inh: inactive; SKKanGAS inh: -14

Results for C/C=C/c1ccc(OCCOc2cccc3cccnc23)c(OC)c1 ?
HIF act: 2.3; RGS4 act: inactive; TRPC6 inhibitor: inactive; Platelet DG rel: 5; MrgX1 antagonist: inactive; TRPC6 activator: inactive; MrgX1 allo act: inactive; MrgX1 ag: inactive; TRPC4 block: inactive; RGS4 inh: inactive; SKKanGAS inh: 6

Results for CN1CC2([N+](=O)[O-])CC=C(Oc3ccccc3)C([N+](=O)[O-])(C1)C2 (centres undefined) ?
HIF act: -0.1; RGS4 act: inactive; TRPC6 inhibitor: inactive; Platelet DG rel: 2; MrgX1 antagonist: inactive; TRPC6 activator: inactive; MrgX1 allo act: inactive; MrgX1 ag: inactive; TRPC4 block: inactive; RGS4 inh: inactive; SKKanGAS inh: 7

How did COc1ccc(CN(C)CC(=O)Nc2ccc(Cl)cc2C(F)(F)F)c(OC)c1 do in these assays?
HIF act: -0.4; RGS4 act: inactive; TRPC6 inhibitor: inactive; Platelet DG rel: -2; MrgX1 antagonist: inactive; TRPC6 activator: inactive; MrgX1 allo act: inactive; MrgX1 ag: inactive; TRPC4 block: inactive; RGS4 inh: inactive; SKKanGAS inh: 28

Results for CN(Cc1cccs1)C(=O)C1CC(=O)N(Cc2ccccc2)C1 (centres undefined) ?
HIF act: -0.3; RGS4 act: inactive; TRPC6 inhibitor: inactive; Platelet DG rel: -7; MrgX1 antagonist: inactive; TRPC6 activator: inactive; MrgX1 allo act: inactive; MrgX1 ag: inactive; TRPC4 block: inactive; RGS4 inh: inactive; SKKanGAS inh: -3

What do the screens show for `Cc1cc(C)n(-c2nc3ccccc3nc2N2CCN(S(=O)(=O)c3cccc(C#N)c3)CC2)n1`?
HIF act: -0.2; RGS4 act: inactive; TRPC6 inhibitor: inactive; Platelet DG rel: -2; MrgX1 antagonist: inactive; TRPC6 activator: inactive; MrgX1 allo act: inactive; MrgX1 ag: inactive; TRPC4 block: inactive; RGS4 inh: inactive; SKKanGAS inh: 16

What do the screens show for `COC(=O)c1ccc(NC(=O)CCN2CCCCC2)cc1`?
HIF act: -0.3&0.0; RGS4 act: inactive; TRPC6 inhibitor: inactive; Platelet DG rel: -4&8; MrgX1 antagonist: inactive; TRPC6 activator: inactive; MrgX1 allo act: inactive; MrgX1 ag: inactive; TRPC4 block: inactive; RGS4 inh: inactive; SKKanGAS inh: 10&1

What do the screens show for `CCC1CCCCN1Cc1cc(OC)c(O)c([N+](=O)[O-])c1` (centres undefined)?
HIF act: -0.1; RGS4 act: inactive; TRPC6 inhibitor: inactive; Platelet DG rel: 1; MrgX1 antagonist: inactive; TRPC6 activator: inactive; MrgX1 allo act: inactive; MrgX1 ag: inactive; TRPC4 block: inactive; RGS4 inh: inactive; SKKanGAS inh: -3

What do the screens show for `Cc1ccccc1CSc1nc2[nH]ncc2c(=O)[nH]1`?
HIF act: -0.1; RGS4 act: inactive; TRPC6 inhibitor: inactive; Platelet DG rel: -16; MrgX1 antagonist: inactive; TRPC6 activator: inactive; MrgX1 allo act: inactive; MrgX1 ag: inactive; TRPC4 block: inactive; RGS4 inh: inactive; SKKanGAS inh: 8

What do the screens show for `COc1ccc(C(=O)N/N=C/c2ccc(N(C)c3ccccc3)cc2)cc1`?
HIF act: 0.7; RGS4 act: inactive; TRPC6 inhibitor: inactive; Platelet DG rel: 2; MrgX1 antagonist: inactive; TRPC6 activator: inactive; MrgX1 allo act: inactive; MrgX1 ag: inactive; TRPC4 block: inactive; RGS4 inh: inactive; SKKanGAS inh: 2

Results for COC(=O)C1CCN(C(=O)C23CCC(C)(C(=O)O2)C3(C)C)CC1 (centres undefined) ?
HIF act: -0.1; RGS4 act: inactive; TRPC6 inhibitor: inactive; Platelet DG rel: -4; MrgX1 antagonist: inactive; TRPC6 activator: inactive; MrgX1 allo act: inactive; MrgX1 ag: inactive; TRPC4 block: inactive; RGS4 inh: inactive; SKKanGAS inh: 0

What do the screens show for `CC(C)[C@H](NC(=O)C1CCN(C(=O)[C@@H]2CCCN2)CC1)C(=O)NCc1ccc(F)cc1`?
HIF act: -0.2; RGS4 act: inactive; TRPC6 inhibitor: inactive; Platelet DG rel: 2; MrgX1 antagonist: inactive; TRPC6 activator: inactive; MrgX1 allo act: inactive; MrgX1 ag: inactive; TRPC4 block: inactive; RGS4 inh: inactive; SKKanGAS inh: 0

How did Cc1c(C(=O)NNc2cc(=O)n(C)c(=O)n2C)cccc1[N+](=O)[O-] do in these assays?
HIF act: -0.4; RGS4 act: inactive; TRPC6 inhibitor: inactive; Platelet DG rel: -3; MrgX1 antagonist: inactive; TRPC6 activator: inactive; MrgX1 allo act: inactive; MrgX1 ag: inactive; TRPC4 block: inactive; RGS4 inh: inactive; SKKanGAS inh: 2

Results for Cc1ccc(S(=O)(=O)N2CCC(C(=O)N(C)C3CCS(=O)(=O)C3)CC2)cc1 (centres undefined) ?
HIF act: 1.4; RGS4 act: inactive; TRPC6 inhibitor: inactive; Platelet DG rel: 2; MrgX1 antagonist: inactive; TRPC6 activator: inactive; MrgX1 allo act: inactive; MrgX1 ag: inactive; TRPC4 block: inactive; RGS4 inh: inactive; SKKanGAS inh: -4

Results for COc1ccc(OC)c(-c2oc3ccccc3c(=O)c2O)c1 ?
HIF act: 0.0; RGS4 act: inactive; TRPC6 inhibitor: inactive; Platelet DG rel: -1; MrgX1 antagonist: inactive; TRPC6 activator: inactive; MrgX1 allo act: inactive; MrgX1 ag: inactive; TRPC4 block: inactive; RGS4 inh: inactive; SKKanGAS inh: -2
